MC4R antagonist = MC4R antagonists of cAMP signaling, primary screen, cell-based, TR-FRET, antagonist arm of biased-ligand search | actives 0.48% (n = 360,000) | Melanocortin receptor 4 (Homo sapiens), P32245 | inhibition, % at 6.5 µM | MC4R-expressing cells, MTII-stimulated cAMP, LANCE TR-FRET;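 active = inhibition above its plate's cutoff, the mean of tested wells on that plate plus 3 SD, cut at about 29% in these data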;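 also: 0% = Melanotan II alone and 100% = Melanotan II plus saturating MCL0020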
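Assay system: U2OS-MC4R stable cell line; Also added: Melanotan II; Technique: Eu-cAMP/anti-cAMP TR-FRET, emission 671 nm; Times: 30-min compound, 1-h challenge, 1-h detection, room temperature.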
NOD2 RIPK2 PPI = NOD2-RIPK2 binding disruptors in cells, primary screen, fluorescence, CHO cells, BLA complementation. Receptor-interacting serine/threonine-protein kinase 2 (Homo sapiens), O43353. CCF4 ratio. inhibition, % at 4.98 µM. actives 0.38% (n = 360,000). AID 624267, 2012; in the data active = inhibition above about 21%;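 also: 0% = vehicle only and 100% = reference blocker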
Vif inh = HIV Vif self-association inhibitors, primary screen, imaging, HEK293T, single point. inhibition, % at 7.49 µM. actives 0.35% (n = 340,000). HEK293T cells, Vif self-association by quenched fluorescence, 24 h; in the data active = inhibition above about 50%, passing the limit was not always enough; also: some results filed as inactive read as strong as hits
ABHD5-PLIN5 inh = ABHD5-PLIN5 interaction inhibitors, primary screen, cell lysate, split luciferase complementation, luminescence | Perilipin-5 (Homo sapiens) + 1-acylglycerol-3-phosphate O-acyltransferase ABHD5 (Homo … | Split G. princeps luciferase complementation, 4 h | inhibition, % at 4 µM | actives 0.78% (n = 360,000) | AID 602281, 2012;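 active = inhibition above the mean inhibition across every tested compound plus 3 SD, cut at about 22% in these data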;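 also: 0% = DMSO only wells and the 100% control is not disclosed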
ABCB6 inh 2 = ABCB6 transporter inhibitors, primary screen, K562-ABCB6 cells, flow cytometry, MLPCN library; ATP-binding cassette sub-family B member 6 (Homo sapiens), Q9NP58; K562-ABCB6 porphyrin accumulation, 1 h; active compounds read low; fluorescence ratio to DMSO, % at 10 µM; actives 0.19% (n = 360,000); AID 602162, 2011;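 active = fluorescence ratio to DMSO below 75%, the collection mean minus 3 SD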;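 also: signal is porphyrin accumulated inside mitochondria; 100% equals median channel fluorescence of DMSO control wells; lower ratio means ABCB6 inhibition with less porphyrin fluorescence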
Target sequence (Q9NP58 whole entry, looked up): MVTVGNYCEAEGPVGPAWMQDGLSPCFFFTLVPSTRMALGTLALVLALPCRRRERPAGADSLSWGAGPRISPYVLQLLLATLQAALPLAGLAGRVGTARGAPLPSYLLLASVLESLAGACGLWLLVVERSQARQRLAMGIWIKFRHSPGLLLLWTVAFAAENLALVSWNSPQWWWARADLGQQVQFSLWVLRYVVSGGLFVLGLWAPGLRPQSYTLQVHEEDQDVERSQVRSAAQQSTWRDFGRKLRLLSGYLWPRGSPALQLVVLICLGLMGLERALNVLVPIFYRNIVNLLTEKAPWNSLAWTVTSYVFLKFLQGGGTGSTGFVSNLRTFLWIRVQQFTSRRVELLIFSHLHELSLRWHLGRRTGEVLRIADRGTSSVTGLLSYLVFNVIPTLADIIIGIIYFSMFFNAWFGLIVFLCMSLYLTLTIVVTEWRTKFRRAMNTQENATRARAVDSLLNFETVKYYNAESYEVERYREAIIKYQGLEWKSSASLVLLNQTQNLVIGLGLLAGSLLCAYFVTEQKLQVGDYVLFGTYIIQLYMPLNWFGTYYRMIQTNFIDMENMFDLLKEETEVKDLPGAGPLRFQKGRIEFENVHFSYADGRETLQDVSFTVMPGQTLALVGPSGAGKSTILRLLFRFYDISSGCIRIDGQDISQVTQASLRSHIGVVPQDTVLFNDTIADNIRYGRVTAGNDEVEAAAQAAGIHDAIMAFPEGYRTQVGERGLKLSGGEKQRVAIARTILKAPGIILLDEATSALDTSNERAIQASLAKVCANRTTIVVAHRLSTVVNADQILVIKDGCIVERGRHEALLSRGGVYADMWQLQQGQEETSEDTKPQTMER
MC4R ag barr = MC4R agonists recruiting beta-arrestin, primary screen, cell-based, luminescence, agonist arm of biased-ligand search; U2OS MC4R beta-arrestin complementation; percent of melanotan II response, DMSO zero; activation, % at 8.9 µM; actives 0.98% (n = 360,000); AID 540308, 2011;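 active = activation above a per-plate cutoff, the mean activation of sample wells on that plate plus 3 SD, cut at about 8% in these data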
N-glyco inh = increase of ERlucT glycosylation luciferase signal, primary screen, N-linked glycosylation inhibitor project, D54 ERlucT cells, luminescence, set 2. D54 ERlucT glycosylation luciferase reporter, 24 h; percent of 100 nM tunicamycin response. AID 588692, 2011. actives 0.23% (n = 360,000). reporter increase, % at 12.5 µM;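 active = mean luciferase reporter signal, scaled so untreated is 0 and the glycosylation-blocking control 100, at or above a set limit in every replicate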;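 also: luciferase carries N-glycosylation sites so blocking glycosylation raises the light; 0% = median of neutral control wells and 100% = median of 100 nM tunicamycin wells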
Granule exo inh = LAMP-1 surface exposure blockers, TALL-104 cells – cell-based, flow cytometry, MLPCN library, primary screen. TALL-104 LAMP-1 surface exposure; cells stimulated with thapsigargin and PMA. AID 651702, 2012. inhibition, % at 10 µM. actives 0.66% (n = 360,000);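 active = inhibition above about 55%, limit read from the data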
TLR9-MyD88 inh = inhibitors of TLR9-MyD88 association in cells, primary screen, cell-based, CHO, BLA complementation, fluorescence; Toll-like receptor 9 (Homo sapiens) + Myeloid differentiation primary response protein …; actives 0.21% (n = 340,000); CCF4 FRET ratio; inhibition, % at 4.98 µM;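 active = inhibition above the mean over all tested compounds plus 3 SD, cut at about 21% in these data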;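 also: 0% = DMSO only wells and 100% = clavulanate BLA inhibitor control wells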
aDG glyco up = activators of alpha-DG glycosylation, primary screen, uHTS, Pro5-aDG cells, AlphaScreen; alpha-DG glycosylation AlphaScreen (IIH6); 0% Pro5, 100% B10-LARGE cell signal; activation, % at 10 µM; actives 0.22% (n = 360,000);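 active = activation of at least 8% versus controls, or a plate z-score of at least 8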;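 also: Pro5 are CHO cells carrying HIG-tagged alpha-DG that lacks glycosylation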
* hit, by the source's call; x = no result given. Some of the compounds tested; the hit share may differ from the screen's.

SMILES	MC4R antagonist	NOD2 RIPK2 PPI	Vif inh	ABHD5-PLIN5 inh	ABCB6 inh 2	MC4R ag barr	N-glyco inh	Granule exo inh	TLR9-MyD88 inh	aDG glyco up
CC1CC(=O)N(CC(=O)Nc2ccc(F)cc2F)c2ccccc2S1(=O)=O (configuration not stated)	8	-4	0	-4	99	-2.9	1	-4	7	-0.1
COc1ccc(/C=C/c2c([N+](=O)[O-])c(=O)n(C)c(=O)n2C)cc1O	-5	3	11	1	94	-2.7	-7	5	-3	0.8
O=C1NN=C(c2ccc(Cl)cc2)CC1c1cccc(Br)c1 (configuration not stated)	1	1	11	3	99	1.1	-4	-1	-18	0.4
CC1(C(=O)NS(=O)(=O)c2ccc3c(c2)CCO3)CCN1C(=O)COc1ccc(Cl)cc1 (configuration not stated)	6	-10	-1	-4	75	-1.0	2	-8	x	0.6
COc1ccc(C2C(C(=O)c3ccccc3)=C(C)Nc3nc4ccccc4n32)cc1OC (configuration not stated)	7	9	12	-1	106	0.9	-5	3	8	-0.1
c1ccc(N2CCN(Cc3cnc(N4CCOCC4)s3)CC2)cc1	3	6	-10	0	99	0.9	-2	0	0	-0.2
Cc1c(C(=O)OCC(=O)N2CC(=O)Nc3ccccc32)oc2ccccc12	-1	13	11	-6	97	-1.9	3	-1	3	0.2
CN(C(=O)CSc1ncnc2sc3c(c12)CCC3)C1CCS(=O)(=O)C1 (configuration not stated)	4	-11	6	-8	99	-1.2	1	0	2	0.1
O=C(NCc1cccnc1)c1cc(-c2ccc(Cl)cc2)oc1C(F)(F)F	-1	1	-9	2	95	-1.3	-2	4	-14	0.5
O=C(NCCO)C1(c2ccc(Cl)cc2)CCCC1	16	-1	-6	2	103	-0.2	1	7	-2	-0.2
CCCn1nc(C(=O)NCc2ccccn2)c2ccccc2c1=O	-3	-13	25	-2	96	-2.1	3	3	5	0.0
O=C(O)c1ccc(CN(c2ccccn2)S(=O)(=O)c2ccccc2)cc1	8	-26	-2	-2	101	-0.3	2	0	-1	-0.1
COc1cccc(N2CC(C(=O)Nc3nnc(SCCN4CCOCC4)s3)CC2=O)c1 (configuration not stated)	3	-10	x	-9	93	-2.5	1	-1	-11	-0.1
O=C(COC(=O)c1ccc(Cl)nc1)NCc1ccc2c(c1)OCO2	6	-7	3	0	108	-0.5	1	4	-12	0.1
Cc1cccc(S(=O)(=O)N(C)C[C@H]2OCc3cnnn3CCCC(=O)N([C@@H](C)CO)C[C@H]2C)c1	14	-7	0	6	98	0.4	-1	3	-7	-0.2
Cc1cccc(Nc2nc(N)c(C#N)c(CC#N)c2C#N)c1	-25	-3	4	15	98	-1.7	1	-3	-3	-0.5
Cc1cc(-n2cnc(-c3cn(C)nc3C)n2)no1	3	2	8	5	110	0.0	2	-3	3	-0.1
CC(C)(C)c1ccc2c(c1)OC(C(=O)N/N=C\c1ccccn1)CO2 (configuration not stated)	10	-4	-5	4	86	1.3	-1	-1	-7	-0.4
Cc1ccc(NC(=O)c2ccc3c(c2)OCCO3)cc1C	16	-6	-3	4	100	1.4	-18	27	2	0.1
CCC(=O)N1C(Cc2ccccc2)COC1(C)C (configuration not stated)	1	-5	x	3	99	-0.9	1	2	7	0.0
C[C@@H]1CN([C@H](C)CO)C(=O)Cc2cc(NC(=O)CCC(F)(F)F)ccc2O[C@@H]1CN(C)C(=O)Nc1ccccc1	12	4	x	2	95	-0.7	4	1	3	-0.1
O=C(NCCCN1CCCC1=O)C1CCN(S(=O)(=O)c2c(Cl)cccc2Cl)CC1	0	-4	10	-2	106	-3.2	-2	-6	3	0.0
Cc1ccc2nc3c(nc2c1)-c1ccccc1C3=O	-6	-5	6	-8	98	0.5	7	1	2	1.4
CCOC(=O)C1(CC)NC(c2cccc(F)c2)C2C(=O)N(CC)C(=O)C21 (configuration not stated)	4	9	1	-3	99	-0.1	1	0	-2	0.3
COc1ccc(C(C)=O)cc1Cn1nnc(-c2ccccc2Br)n1	-1	1	-2	-1	99	0.4	2	-16	3	0.3
COC(=O)c1cc(OC)c(OC)cc1NC(=O)C(C)Sc1ccc(C)cc1 (configuration not stated)	0	3	-1	0	90	1.7	1	29	1	0.5
Cc1cccc(/C(N)=N/OC(=O)CCC2CCCCC2)c1	11	-3	x	2	101	1.9	1	-4	-5	0.0
COC(=O)c1cc(C(=O)N2CCN(c3cccc(C)c3C)CC2)cc([N+](=O)[O-])c1	-28	2	0	0	101	-3.7	11	1	2	-0.1
COc1cc(C(=O)N(C)CCOc2ccc(C)cc2)ccc1OC1CCN(C(C)=O)CC1	-7	-1	3	4	95	-0.6	3	2	6	0.1
O=C(CSc1nc2[nH]ncc2c(=O)[nH]1)Nc1cccc([N+](=O)[O-])c1	2	0	-4	-10	104	0.1	1	8	4	-0.2
CC(C)NC(=O)CN(c1cccc(Br)c1)S(C)(=O)=O	-2	-21	-1	5	96	-1.7	1	1	-2	-0.1
CN(C)c1ccc(C=C2C=Cc3ccccc32)cc1	4	-4	1	11	103	-1.1	-15	-2	-5	-0.9
CCCCc1nnc(NC(=O)c2oc3ccccc3c2C)s1	-1	6	x	7	101	9.1*	3	8	-3	0.4
Cc1ccccc1C(=O)NCC(c1ccco1)N1CCc2ccccc2C1 (configuration not stated)	-1	-5	x	6	94	-3.7	0	4	2	0.3
Cc1cc(C)cc(NC(=O)COC(=O)COc2ccc(N(C)S(=O)(=O)c3cccs3)cc2)c1	21	-7	50*	0	104	0.4	2	-14	-1	-0.1
FC(F)Sc1nc2ccccc2[nH]1	-5	1	-6	-4	100	-2.3	0	4	-4	0.0
FC(F)C(F)(F)C1=CC(c2ccccc2)=NCCN1	10	-2	x	2	98	-1.2	1	-1	-3	1.8
COC(=O)CSC1=C(C#N)C(c2ccccc2OC)C(C(=O)OC)C(=O)N1 (configuration not stated)	6	-20	-2	-3	107	0.7	-2	6	1	0.0
COc1ccc(/C=C2\SC(=O)N(CCC(=O)Nc3ccc(S(=O)(=O)Nc4nccs4)cc3)C2=O)cc1	4	-7	14	2	107	-1.9	-1	-3	-4	0.0
CCCCc1nccn1CCn1ccnc1CCCC	1	5	8	6	98	1.2	0	0	0	0.1

Single records (already shown). Values in the order: MC4R antagonist | NOD2 RIPK2 PPI | Vif inh | ABHD5-PLIN5 inh | ABCB6 inh 2 | MC4R ag barr | N-glyco inh | Granule exo inh | TLR9-MyD88 inh | aDG glyco up
COc1ccc(/C=C2\SC(=O)N(CCC(=O)Nc3ccc(S(=O)(=O)Nc4nccs4)cc3)C2=O)cc1 reads 4 | -7 | 14 | 2 | 107 | -1.9 | -1 | -3 | -4 | 0.0
C[C@@H]1CN([C@H](C)CO)C(=O)Cc2cc(NC(=O)CCC(F)(F)F)ccc2O[C@@H]1CN(C)C(=O)Nc1ccccc1 reads 12 | 4 | x | 2 | 95 | -0.7 | 4 | 1 | 3 | -0.1
CN(C)c1ccc(C=C2C=Cc3ccccc32)cc1 reads 4 | -4 | 1 | 11 | 103 | -1.1 | -15 | -2 | -5 | -0.9

Additional results
SMILES	MC4R antagonist	NOD2 RIPK2 PPI	Vif inh	ABHD5-PLIN5 inh	ABCB6 inh 2	MC4R ag barr	N-glyco inh	Granule exo inh	TLR9-MyD88 inh	aDG glyco up
O=C(CN1CCC(C(=O)c2ccc3c(c2)OCCO3)CC1)Nc1ccccc1C(F)(F)F	0	-4	-5	0	95	-0.7	-2	88*	-7	0.0
Cc1ccc(/C=N/NC(=O)c2ccc3c(c2)OCCO3)s1	6	-6	2	2	95	-1.8	11	3	5	-0.2
CCCCC1=CC2=C(c3ccco3)C(=O)C(C)(OC(=O)c3ccc(OC)cc3)C(=O)C2=CN1CC1CC1 (configuration not stated)	5	5	3	9	102	-0.7	-1	7	1	0.6
CCN(CC)S(=O)(=O)c1cnccc1N1CCN(c2cccc(Cl)c2)CC1	6	3	-4	11	88	-0.8	-2	-1	-8	0.7
Nc1c(C(=O)Nc2ccccc2Cl)nnn1-c1ccc2c(c1)OCCO2	9	-5	3	-2	84	16*	-9	47	-5	-0.1
N/C(=N\c1nc2ccccc2o1)NC(=O)/C=C/c1ccccc1	-3	7	0	-7	98	7.2	-7	-1	-12	-0.4
Oc1ccc(C2Nc3cccc4cccc(c34)N2)c(O)c1	-9	-3	-1	-4	96	-2.8	9	0	10	-0.2
Cc1ccc2nc(Cl)c(C3CC(c4cccs4)=NN3S(C)(=O)=O)cc2c1 (configuration not stated)	8	-11	-1	-2	105	-1.2	-2	-4	-6	-0.3
CCCC(=O)N1CCC1(C)C(=O)Nc1cccc(OC(C)C)c1 (configuration not stated)	-5	-12	25	5	99	-1.9	1	4	x	-0.1
CC(=O)Nc1ccc(S(=O)(=O)NC2CC2)cc1	0	2	0	-7	96	-0.8	3	-3	4	0.0
COc1ccc(/C=C/C(=O)O)cc1Cl	19	-9	-2	-1	103	0.3	2	0	1	0.1
CC(=O)c1ccc(-c2ccc(C(=O)Nc3nc(C)c(C(C)=O)s3)o2)cc1	1	-14	9	8	92	-1.3	1	0	-11	-0.3
Cc1cc(C)cc(CC2CC(=O)N(c3ccc4c(c3)OCCO4)C2=O)c1 (configuration not stated)	-1	-8	15	-4	100	-0.6	0	-1	5	0.3
CCCc1c(C(=O)OCC)[nH]c2c1C(=O)CCC2	0	-34	6	9	99	1.9	0	3	-8	-0.2
O=C(Nc1ccc(Cl)cc1)C1Cc2c(-c3ccccc3)ccnc2O1 (configuration not stated)	6	8	-15	-7	100	1.2	-3	-2	x	-0.1
Cc1cccc(C)c1OCc1nc2ccccc2c(=O)n1/N=C/c1ccc(OCC(=O)O)cc1	6	-1	3	0	103	0.5	0	0	6	-0.2
N#Cc1c(Cl)cccc1N1CCSCC1	x	-5	15	-3	97	x	-3	-2	x	-0.3
COc1ccc(C2C=C(C34CC5CC(CC(C5)C3)C4)NC(=S)N2)cc1 (configuration not stated)	0	2	0	-11	99	-0.5	0	0	-14	0.9
CCOc1cc(CNC2CCCC2)cc(Cl)c1OCc1ccc(F)cc1	3	2	7	13	95	2.1	-3	8	3	0.6
Cc1c(NC(=O)C2CCCN(S(=O)(=O)c3cnc[nH]3)C2)c(=O)n(-c2ccccc2)n1C (configuration not stated)	17	-3	-6	6	96	-0.1	0	12	-1	0.0
O=C(O)C(Cc1ccc(Cl)cc1)NS(=O)(=O)c1ccc(Cl)cc1 (configuration not stated)	-1	6	2	1	49*	-1.8	0	1	-9	-0.1
CC1CCC(NC(=O)Nc2cccs2)CC1 (configuration not stated)	6	2	3	3	100	1.2	1	1	-8	0.2
